FUS yeast rescue: FUS proteinopathy suppression in yeast; S. cerevisiae FUS-expressing, growth rescue, OD600, 24 h; Potency, µM (highest dose often 76.6 µM), for inactives: at the top dose growth rescue (activation), usual class: activators; actives 0.24% (n = 390,000); AID 1347120;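 further: potency means the concentration at half of the fitted maximal effect; plate controls were DMSO vehicle for no effect and reference control for full effect; nearly all actives have a fitted effect of over 55% in size; some results filed as inactive show a strong effect at the top dose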
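Quantitative HTS measuring growth restoration of FUS-toxic yeast. Galactose-induced cells (OD 0.005) were exposed 24hr at 30C to compounds at several concentrations, then absorbance at 600 nm was recorded.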
IL2 activator: activators of IL-2; IL-2 activation reporter assay, cell-based qHTS; stimulated with anti-CD3/CD4/CD28 beads; in transgenic mouse T cells; actives 0.065% (n = 360,000); activation, % (series mostly up to about 46 µM); in the data active means activation above about 50%; inconclusive means mostly about 30% to 49%; further: 0% is about no effect
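Readout is EGFP and DsRed signal by fluorescent plate cytometry after 18 h at 37 degrees C. Transgenic mouse T cells (750/well) received compound for 60 min before bead stimulation (anti-CD3, anti-CD4, anti-CD28); memory T cells served as non-tolerant control.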
aSyn yeast inh: alpha-synuclein toxicity inhibition in yeast; actives 0.14% (n = 370,000); Yeast expressing alpha-synuclein, growth rescue, BacTiter-Glo, 24 h; AID 652106; Potency, µM (titrated, usually from 46.1 µM), inactives show at the top dose growth rescue (activation), most hits filed as activators; further: potency means the concentration at half of the fitted maximal effect; % of control where 0% means no effect; nearly all actives have a fitted effect of over 65% in size
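Readout is rescue of growth in alpha-synuclein-expressing yeast, so inhibitors of toxicity appear as activators. Growth after 24 hr at 30 deg C in galactose medium is quantified by luminescence.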
PI5P4K alpha inh: PI5P4K alpha (human) kinase inhibition; PI5P4Kalpha enzyme, ADP-Glo luminescence, 60 min; stronger effect = lower value; max response, %; actives 1.2% (n = 330,000); AID 652105; active means max response of -50% or lower; inconclusive means between -30% and -50%; inactive means -30% or higher; further: value at the top dose of about 77 µM; on the % scale 0 is the no-effect control and ±100 the full control effect
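Compounds were pin-transferred onto PI5P4Kalpha and substrate in HEPES pH 7.4 buffer with EGTA, CHAPS and 5% DMSO. ATP (5 microM final) started the reaction, which ran 60 minutes at room temperature before ADP-Glo detection.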
EPAC1 antag: antagonists of human EPAC1 | O95398 | EPAC1 GEF assay, Rap1b-BODIPY-GDP exchange fluorescence | Potency, µM (top dose mostly 115 µM), inactives show at the top dose activity change, negative = inhibition, most hits filed as inhibitors | actives 0.14% (n = 360,000) | AID 720709;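 further: potency means the concentration at half of the fitted maximal effect; plate controls were vehicle for no effect and positive control for full effect; nearly all actives have a fitted effect of over 50% in size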
Target sequence (O95398 whole entry, looked up): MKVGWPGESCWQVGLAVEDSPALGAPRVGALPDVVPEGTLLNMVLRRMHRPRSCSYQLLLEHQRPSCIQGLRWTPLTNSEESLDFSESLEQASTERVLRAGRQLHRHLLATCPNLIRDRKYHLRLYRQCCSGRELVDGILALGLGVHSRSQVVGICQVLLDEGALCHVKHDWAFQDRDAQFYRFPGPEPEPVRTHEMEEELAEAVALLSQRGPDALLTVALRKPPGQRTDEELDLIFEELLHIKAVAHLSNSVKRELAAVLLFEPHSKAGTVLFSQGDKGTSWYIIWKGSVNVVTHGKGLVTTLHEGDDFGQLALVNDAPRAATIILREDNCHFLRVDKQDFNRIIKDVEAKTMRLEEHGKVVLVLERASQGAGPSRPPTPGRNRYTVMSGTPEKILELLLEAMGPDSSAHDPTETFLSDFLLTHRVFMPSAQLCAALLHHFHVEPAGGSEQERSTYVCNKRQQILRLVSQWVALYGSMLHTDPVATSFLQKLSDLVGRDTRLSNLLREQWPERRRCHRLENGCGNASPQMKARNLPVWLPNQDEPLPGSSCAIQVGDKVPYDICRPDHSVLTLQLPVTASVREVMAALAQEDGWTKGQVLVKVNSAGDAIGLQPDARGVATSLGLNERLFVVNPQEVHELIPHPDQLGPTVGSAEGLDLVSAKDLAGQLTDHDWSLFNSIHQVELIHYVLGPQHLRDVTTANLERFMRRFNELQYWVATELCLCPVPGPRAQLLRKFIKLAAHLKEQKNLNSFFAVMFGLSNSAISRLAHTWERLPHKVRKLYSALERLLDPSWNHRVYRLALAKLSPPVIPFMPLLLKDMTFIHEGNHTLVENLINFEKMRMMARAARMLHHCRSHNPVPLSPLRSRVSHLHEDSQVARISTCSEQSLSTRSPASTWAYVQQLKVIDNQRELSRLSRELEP
EPAC1 agonist: EPAC1 (human) agonism; O95398; EPAC1 agonist qHTS, biochemical assay; response scale: 100% = response to 6.5 mM cAMP; Potency, µM (titrated, usually from 154 µM), for inactives: at the highest dose activation, most hits filed as activators; actives 0.073% (n = 360,000); AID 720707; further: potency means the concentration at half of the fitted maximal effect; nearly all actives have a fitted effect of over 60% in size
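Fluorescent GDP-exchange assay: 100 nM EPAC1 with 250 nM Rap1B preloaded with BODIPY-GDP and 50 uM GDP; compounds tested as concentration series, 5 min at room temperature, then read every 5 min for 30 min (ex 480/em 540 nm); normalized to 6.5 mM cAMP.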
WRN inhibitor: WRN helicase (human) inhibition | Q14191 | WRN helicase unwinding, fluorescent forked duplex, kinetic | Potency, µM (titrated, usually from 114 µM), for inactives: at the top dose activity change, negative = inhibition, usual class: inhibitors | actives 0.46% (n = 360,000) | AID 651768; further: potency means the concentration at half of the fitted maximal effect; on the % scale 0 is the no-effect control and ±100 the full control effect; nearly all actives have a fitted effect of over 55% in size
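Screening of the MLSMR collection measured strand separation of a quenched forked DNA duplex (100 nM) by 20 nM WRN with 2 mM ATP, all final. Compounds were preincubated with enzyme 15 min at room temperature.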
Abeta rescue: compounds reversing amyloid beta toxicity in yeast. yeast expressing A-beta42, growth rescue, OD600, 48 h; response scale: 0% DMSO, 100% iron-clioquinol control. actives 0.063% (n = 410,000). AID 1347071. Potency, µM (series often up to 46.1 µM), for inactives: top-dose growth rescue, actives largely listed as activators; further: potency means the concentration at half of the fitted maximal effect; nearly all actives have a fitted effect of over 55% in size
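Growth rescue measured by 600 nm absorbance after 48 h yeast culture at 30 C with compound. Values normalized between DMSO and an equimolar ferric chloride plus clioquinol control.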
PLK1 PBD inh: PLK1 (human) polo-box domain binding inhibition; Potency, µM, for inactives: max response, negative = inhibition, actives largely listed as inhibitors; AID 720504; actives 2.8% (n = 360,000); Plk1 PBD binding of FITC phosphopeptide, fluorescence polarization; further: potency means the concentration at half of the fitted maximal effect; series mostly up to about 57 µM; on the % scale 0 is the no-effect control and ±100 the full control effect; nearly all actives have a fitted effect of over 65% in size
* marks the source's active call; other numbers are inactive results; ? = inconclusive; nt = not tested or not shown; [ ] = dose if it differs, or a comment. Unless noted, the call rests on the fitted dose curve; in most records, active means well fitted curve in the direction sought with a large enough effect; inconclusive means small, poorly fitted or top-dose-only effect, or another doubt; inactive means no such curve, though single readings can be large; an effect the other way counts as inactive or inconclusive.

SMILES	FUS yeast rescue	IL2 activator	aSyn yeast inh	PI5P4K alpha inh	EPAC1 antag	EPAC1 agonist	WRN inhibitor	Abeta rescue	PLK1 PBD inh
Cc1ccc(Nc2nc(NCc3cccs3)nc3ccsc23)c(C)c1	2%	-0.8	-15%	?	-7%	2%	-7%	7%	-3%
CC(=O)Nc1ccc(NC(=O)c2nccnc2C(=O)O)cn1	-18%	-0.2	1%	0	-21%	11%	0%	-14%	-7%
S=C(NCc1cccc(Cl)c1)NCc1ccco1	22%	-3.7	-2%	-19	0%	3%	-6%	27%	?
COc1ccc(OC)c(NC(=O)c2cc(OC(C)=O)cc(C(=O)Nc3cc(OC)ccc3OC)c2)c1	16%	-0.5	-7%	-1	?	-6%	-4%	-16%	-12%
O=C(CCc1nnc(CCCCc2ccccc2)o1)NCc1cc(F)ccc1F	42%	-1.1	2%	-2	9%	-5%	-1%	10%	-5%
O=C1Nc2ccc(F)cc2C12SCCS2	1%	-1.8	10%	nt	3%	7%	-4%	1%	-11%
Cc1ccc(CN(C)C(=O)c2cc(S(=O)(=O)N3CCOCC3)ccc2F)o1	nt	0.1	-2%	-17	-3%	-3%	1%	-11%	-10%
N#Cc1c(NC(=S)NC(=O)C2CCCC2)sc2c1CCCCC2	nt	-2.8	-13%	5	-13%	-9%	-12%	5%	-22%
COc1ccc(Cn2nnnc2C(CC(C)C)N2CCC(C(N)=O)CC2)cc1 (configuration not stated)	14%	-3.3	-5%	2	-4%	1%	4%	-19%	-4%
Cc1ccc(-c2nnc(Nc3ccc(C(=O)N(C)C)cc3)c3ccccc23)cc1S(=O)(=O)NCC1CCCO1 (configuration not stated)	8%	-3.5	3%	1	6%	0%	-17%	-1%	0%
COC(=O)c1cn(C(=O)c2ccc(C)cc2C)c2ccccc12	-1%	-0.3	1%	11	-7%	10%	-23%	-14%	2%
CCCCN1CC(COc2ccccc2)Oc2cccc(F)c2S1(=O)=O (configuration not stated)	2%	-0.8	9%	4	-8%	8%	-4%	28%	-2%
CCn1c2ccccc2c(=O)c2ccccc21	3%	0.4	9%	-1	3%	-4%	-8%	-11%	-2%
CC(C)Cn1[nH]c2c3c(ccc2c1=O)C(=O)c1ccccc1C3=O	-1%	0.4	2%	-12	0%	-9%	-4%	-11%	-5%
O=C1CCc2cc(S(=O)(=O)Nc3ccccc3)cc3c2N1CCC3	0%	-0.6	3%	1	-1%	1%	-12%	-1%	-5%
Cc1csc(SCC(=O)NC2CCCC2)n1	-12%	-0.8	-7%	-1	?	5%	3%	-12%	-3%
CCc1cc2c(NCC3CCCO3)ncnc2s1 (configuration not stated)	21%	0.6	3%	nt	-1%	-11%	-1%	11%	2%
Cc1cc(OCC(=O)N2CCCCCC2)ccc1[N+](=O)[O-]	nt	-0.9	4%	1	8%	3%	2%	-3%	-3%
Cc1c(NS(=O)(=O)c2cc(C(=O)NCc3cccnc3)cc(Cl)c2Cl)c(=O)n(-c2ccccc2)n1C	-3%	-2.6	1%	5	4%	-1%	0%	5%	-4%
O=C(CCCc1c[nH]c2ccccc12)Nc1ccc(S(=O)(=O)Nc2ncccn2)cc1	3%	3.7	-6%	-2	0%	2%	-1%	-2%	1%
Cc1cnc(C(=O)Nc2nnc(SCc3c(Cl)cccc3Cl)s2)cn1	nt	-2.8	?	4	-13%	-14%	-2%	9%	-6%
COC(=O)c1cc(-c2c(C)oc3cc(OC(C)C)ccc3c2=O)c(C)o1	15%	-1.7	-26%	nt	0%	3%	-15%	-15%	-3%
Cc1ccc(N2C(=O)C3C4C=CC(CNC(=S)Nc5ccc(F)cc5)(O4)C3C2=O)cc1 (configuration not stated)	18%	0.0	-49%[inhibitor]	-13	7%	11%	-12%	-3%	-13%
CN1C(c2ccc(F)cc2)=CS/C1=C(/C#N)c1nnc2n1-c1ccccc1SC2	?	-0.6	2%	-1	0%	9%	1%	-15%	-5%
COc1ccc(-c2noc(CCC(=O)N3CCN(c4cccc(OC)c4)CC3)n2)cc1	38%	-0.6	5%	8	-16%	10%	-4%	7%	-10%

The list goes on:
SMILES	FUS yeast rescue	IL2 activator	aSyn yeast inh	PI5P4K alpha inh	EPAC1 antag	EPAC1 agonist	WRN inhibitor	Abeta rescue	PLK1 PBD inh
CCN1CCN(C(=O)Nc2ccc(OC)cc2OC)CC1	20%	0.3	-2%	4	12%	-4%	4%	-8%	2%
COc1ccc(-c2oc3ccc(-c4cc(OC)c(OC)c(OC)c4)cc3c2C(=O)c2ccc(OC)nc2)cc1	-18%	0.0	-3%	7	-26%	-3%	1%	-2%	-7%
CCn1c(C)nc([N+](=O)[O-])c1Sc1ccc(F)cc1	-17%	-0.9	-4%	1	-18%	-2%	1%	-24%	-18%
COc1ccc(CNC(=O)c2ccc(Cl)c(NC3=NC4CS(=O)(=O)CC4S3)c2)cc1 (configuration not stated)	-11%	-1.3	-4%	-3	?	-12%	-7%	0%	-5%
O=C(Nc1cccc2ccccc12)C1CCN(C(=O)NCc2ccccc2)CC1	?	-2.6	19%	0	7%	-1%	-3%	-6%	-19%
Cc1cccnc1NC(=O)C12CCC(C)(C(=O)O1)C2(C)C (configuration not stated)	3%	-2.9	?	nt	6%	3%	-2%	0%	0%
CN(Cc1cc(Cl)cc(Cl)c1O)Cc1c(O)ccc2ccccc12	3%	-0.8	0%	11	-25%	-3%	-6%	-7%	-7%
Cc1ccc(C(=O)OCC(=O)N(Cc2ccccc2)C(C)C)cc1C	nt	-1.5	14%	26	-8%	9%	2%	0%	-2%
CC(CC(=O)OCC(=O)NCc1ccc(Cl)cc1)c1ccccc1 (configuration not stated)	20%	-0.1	11%	0	-2%	0%	-2%	?	0%
COc1c(/C=N/NS(=O)(=O)c2ccc(C)cc2)c(CCN(C)C(C)=O)cc2c1OCO2	-17%	-2.7	3%	-2	-10%	3%	1%	22%	-4%
O=C(C[C@@H]1C/C=C\C[C@@H](NC(=O)OCC2c3ccccc3-c3ccccc32)C(=O)OCCNC1=O)N[C@@H](CO)Cc1ccccc1	?	-0.7	4%	-19	-15%	-7%	-5%	1%	-10%
Cc1cccc(NC(=S)N2CCN(C(=O)c3ccco3)CC2)c1C	12%	-0.9	4%	0	-9%	1%	-4%	16%	0%
c1cnn(-c2cncc(-n3cccn3)n2)c1	1%	-2.5	-1%	6	5%	2%	5%	0%	-21%
CC(OC(=O)c1ccccn1)C(=O)Nc1ccc(C(F)(F)F)cc1 (configuration not stated)	-1%	-0.1	-1%	3	2%	-12%	-4%	10%	5%
C=CCn1c2ccccc2c2nn(C)c(=S)nc21	14%	-3.7	-3%	1	-7%	-8%	-2%	-22%	4%
Cc1cc(C)c(C(=O)CSc2nnc(C)c(=O)[nH]2)cc1C	-27%	-3.5	-1%	-7	-6%	-5%	6%	-12%	-15%
COc1ccccc1Oc1ccc(N/C=C/C(=O)C(C)(C)C)cc1	4%	9.3	1%	4	-8%	-3%	-21%	-13%	1%
Cc1nc2nc(SCC(=O)NCc3ccco3)nn2c(C)c1Cc1c(F)cccc1Cl	17%	-2.0	7%	4	-28%	0%	-5%	7%	-4%
CC1CCCN(C(=O)CCS(=O)(=O)c2ccc3c(c2)NC(=O)C(C)S3)C1 (configuration not stated)	-11%	-0.3	-1%	0	3%	-4%	-2%	-10%	0%
Cc1cccc(C)c1NC(=O)N1CC(C)OC(C)C1 (configuration not stated)	24%	-1.2	-8%	-1	-23%	-6%	1%	11%	-3%
O=C(CO/N=C1\CCCc2nonc21)Nc1ccc(Br)cc1	32%	-0.3	7%	-19	-6%	-3%	-1%	10%	2%
CCOc1ccc(-n2c(C)cc(/C=N/N(C)C)c2C)cc1	?	0.4	-5%	-8	-11%	-20%	-6%	-13%	-23%
Cc1cccc(-c2cc(N)n(-c3ccccc3)n2)c1	18%	-2.7	-4%	-11	2%	-8%	-7%	-12%	-5%
COc1ccccc1NC(=S)NC(=O)c1ccc(-c2ccc(Cl)cc2)o1	-20%	1.8	-14%	nt	9%	3%	-4%	-1%	-11%
Cc1ccc(Cn2nnc3c(=O)n(CC(=O)c4ccccc4)cnc32)cc1	-9%	-2.9	0%	0	-13%	-1%	-6%	7%	-7%

Next part.
SMILES	FUS yeast rescue	IL2 activator	aSyn yeast inh	PI5P4K alpha inh	EPAC1 antag	EPAC1 agonist	WRN inhibitor	Abeta rescue	PLK1 PBD inh
COc1ccc(S(=O)(=O)Nc2ccc3c(c2)C(=O)N([C@@H](C)CO)C[C@H](C)[C@H](CN(C)CC2CC2)O3)cc1	14%	-0.7	2%	-5	-3%	11%	-7%	1%	-5%
CCOC(=O)/C(=N\Nc1cc(C(F)(F)F)ccc1Cl)N(CC)CC	-7%	-1.0	5%	nt	-23%	-4%	-2%	8%	0%
COc1cccc(NC(=O)N(C)C[C@@H]2OCc3cnnn3CCCC(=O)N([C@H](C)CO)C[C@@H]2C)c1	-4%	-3.0	0%	-2	-1%	9%	-5%	1%	-12%
O=C(NCc1ccco1)C1CCCN(S(=O)(=O)c2ccccc2)C1 (configuration not stated)	14%	-0.6	6%	nt	1%	0%	7%	9%	-2%
Cc1ccc(CNc2ccc3c(c2)ncn3C(C)C)cc1	-2%	-0.6	5%	0	-19%	-4%	-1%	7%	0%
CCOC(=O)C1=C(C)Nc2ccccc2N=C1NC(=O)c1cccc(S(=O)(=O)N(C)C)c1	21%	-2.0	-13%	1	-4%	-5%	5%	1%	1%
COc1ccc2cc(C(=O)N(C)Cc3ccccc3)[nH]c2c1	1%	-0.2	3%	-6	29%	-6%	-2%[57.1 µM]	-6%	-1%

A stretch from further up, as a working copy:
SMILES	FUS yeast rescue	IL2 activator	aSyn yeast inh	PI5P4K alpha inh	EPAC1 antag	EPAC1 agonist	WRN inhibitor	Abeta rescue	PLK1 PBD inh
c1cnn(-c2cncc(-n3cccn3)n2)c1	1%	-2.5	-1%	6	5%	2%	5%	0%	-21%
CC(OC(=O)c1ccccn1)C(=O)Nc1ccc(C(F)(F)F)cc1 (configuration not stated)	-1%	-0.1	-1%	3	2%	-12%	-4%	10%	5%
C=CCn1c2ccccc2c2nn(C)c(=S)nc21	14%	-3.7	-3%	1	-7%	-8%	-2%	-22%	4%

This is a random part of the collection; overall some 4.1% were active at least once.
